Shn3 3UTR inh: reduction of Shn3 3'UTR firefly luciferase signal, primary screen, Schnurri-3 inhibitor project, cell-based, Clone20 osteoblasts, set 2; hit rate 0.52% among 360,000; Clone20 osteoblast Shn3 3'UTR firefly luciferase, 24 h; inhibition, % at 12.5 µM;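 active = mean inhibition of at least 75% with every replicate also reaching 75%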;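 note: 0% = median of neutral control wells and 100% = pilot-screen positive control compound; some compounds past the cut are filed as inactive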
KKLEB tox: cytotoxicity in KKLEB CF airway cells, primary screen, cytotoxicity control for CF NF-kB inhibitor project, cell-based, uHTS, fluorescence assay plates; KKLEB CF airway cells viability, ATPlite luminescence, overnight; hits give low values; cells stimulated with P. aeruginosa culture filtrate; activity change (cytotoxicity), % at 5 µM; hit rate 0.36% among 360,000;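 active = corrected activity change at or below -50% at 5 µM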
HIF-2a inh: HIF-2a reporter inhibitors, primary screen, luminescence, 786-0 RCC cells. 786-0 RCC cells HIF-2a reporter, luciferase luminescence, overnight. inhibition, % at 18.8 µM. hit rate 0.72% among 360,000;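 active = inhibition of the luminescence signal of 40% or more relative to plate controls, in a single-dose primary screen at 18.75 µM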
Peg3 promoter: Peg3 promoter-driven luciferase inhibitors, primary screen, cell-based, HeLa, luciferase luminescence; AID 588405, 2011; HeLa PEG-Prom luciferase reporter, overnight; inhibition, % at 20 µM; hit rate 1.7% among 360,000;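 active = inhibition of at least 50% at 20 µM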
TRPM1 prom inh: inhibitors of MITF-dependent TRPM1 promoter reporter, primary screen, cell-based, SK-MEL-5, single point, luciferase; SK-MEL-5 TRPM1 promoter luciferase, 24 h; inhibition, % at 12.5 µM; hit rate 0.83% among 330,000; AID 488899, 2010;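 active = mean inhibition across replicates of 60% or more, whatever share of single replicates reaches that level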; note: values of inactives mirror those of a sister screen read the other way
PDI inh: inhibitors of human PDI, primary screen, biochemical, turbidity, single point, plate reader; Protein disulfide-isomerase (Homo sapiens), P07237; PDI insulin aggregation turbidity, A650, 90 min; inhibition, % at 10 µM; hit rate 0.052% among 350,000; AID 588391, 2011;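 active = mean inhibition across replicates of 30% or more, whatever share of single replicates reach that level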;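 note: absorbance from insulin aggregation driven by PDI reduction with DTT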
Target sequence (P07237 whole entry, looked up): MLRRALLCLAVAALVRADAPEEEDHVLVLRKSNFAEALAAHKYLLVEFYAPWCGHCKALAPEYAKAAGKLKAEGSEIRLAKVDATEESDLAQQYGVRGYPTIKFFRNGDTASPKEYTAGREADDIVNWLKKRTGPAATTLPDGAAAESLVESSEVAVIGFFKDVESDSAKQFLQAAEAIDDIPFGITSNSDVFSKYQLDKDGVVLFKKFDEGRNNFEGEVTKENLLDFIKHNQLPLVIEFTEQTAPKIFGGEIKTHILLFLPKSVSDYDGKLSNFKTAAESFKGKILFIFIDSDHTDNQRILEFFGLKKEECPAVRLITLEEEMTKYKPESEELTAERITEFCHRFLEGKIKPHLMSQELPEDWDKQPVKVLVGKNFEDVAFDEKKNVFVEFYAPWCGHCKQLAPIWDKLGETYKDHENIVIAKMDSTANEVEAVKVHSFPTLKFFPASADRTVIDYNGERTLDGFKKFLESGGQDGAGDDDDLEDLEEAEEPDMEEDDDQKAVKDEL
Vif imaging: HIV Vif self-association inhibitors, primary screen, imaging, HEK293T, single point; HEK293T cells, Vif self-association by quenched fluorescence, 24 h; inhibition, % at 7.49 µM; hit rate 0.35% among 340,000; AID 602346, 2012; in the data active = inhibition above about 50%, passing the limit was not always enough; note: some results filed as inactive read as strong as hits
CaV13 FRET inh: Primary screen for inhibitors of IQ motif and Ca2+-dependent inactivation inhibitor domain binding in CACNA1D, Förster resonance energy transfer in living cells, …; HEK cells, CFP/YFP FRET ICDI-IQ, plate reader, 10 min; percent FRET-ratio fall versus neutral wells; inhibition, % at 12.3 µM; hit rate 0.098% among 340,000;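 active = mean replicate inhibition of at least 30% and at least 1% of replicates passing that level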;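 note: 0% = median of the neutral control wells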
CF NFkB block: inhibitors of PAF-induced NF-kB signaling, primary screen, cell-based, GFP fluorescence, uHTS | KKLEB NF-kB-GFP reporter, GFP fluorescence overnight | inhibition, % at 5 µM | hit rate 0.86% among 360,000;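 active = at least 50% inhibition at 5 µM, scaled per plate between neutral and stimulator controls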;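 note: PAF is a Pseudomonas aeruginosa culture filtrate used as stimulus; plate controls were PAF-stimulated DMSO wells for no effect and unstimulated DMSO wells for full effect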
NR2E3 ag-1: NR2E3 agonists in two-hybrid cells, primary screen, cell-based, luminescence, CHO-S, Gal4-NCOR/VP16-NR2E3 | Photoreceptor-specific nuclear receptor (Homo sapiens), Q9Y5X4 | luciferase | inhibition of corepressor binding, % at 3.98 µM | hit rate 0.35% among 360,000 | AID 602229, 2012;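 active = inhibition above the mean of all tested compounds plus 3 SD, cut at about 70% in these data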;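 note: 0% = DMSO with NR2E3 transfected cells and 100% = cells lacking NR2E3 construct; higher means lower luciferase signal from less NR2E3 corepressor binding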
Target sequence (Q9Y5X4 whole entry, looked up, the tested form may be a part): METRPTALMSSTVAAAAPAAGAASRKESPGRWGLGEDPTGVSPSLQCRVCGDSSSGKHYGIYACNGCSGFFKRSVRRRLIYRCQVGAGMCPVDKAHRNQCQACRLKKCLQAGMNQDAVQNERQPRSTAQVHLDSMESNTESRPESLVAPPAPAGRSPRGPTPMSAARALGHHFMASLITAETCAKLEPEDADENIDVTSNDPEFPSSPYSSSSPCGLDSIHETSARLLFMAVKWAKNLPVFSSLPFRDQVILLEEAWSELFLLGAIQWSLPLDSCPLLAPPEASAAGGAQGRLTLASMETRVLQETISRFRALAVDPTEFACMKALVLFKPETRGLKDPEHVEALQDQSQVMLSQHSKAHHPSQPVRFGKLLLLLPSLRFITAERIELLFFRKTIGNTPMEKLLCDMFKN
NR2E3 ag-2: inhibitors of NR2E3-RetCOR corepressor binding, primary screen, NR2E3 agonist project, biochemical, TR-FRET, GST-NR2E3, biotin-RetCOR. 1536-well. Photoreceptor-specific nuclear receptor (Homo sapiens), Q9Y5X4. hit rate 0.12% among 320,000. inhibition of corepressor binding, % at 4.78 µM. AID 2300, 2010;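 active = percent inhibition above the cutoff of mean plus 3 SD of all tested compounds, set per screening campaign, cut at about 20% in these data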;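 note: 0% = DMSO wells and 100% = biotin wells as full block of FRET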
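Assay system: NR2E3–RetCOR corepressor complex. Quantity: 1.35 nM GST-NR2E3. Buffer or medium: pH 7.5 Tris-based buffer. Reagent: biotinylated RetCOR corepressor at 7 nM final. Schedule: 5 h at 4 °C. Detection: TR-FRET, emission read at 617 and 671 nm. Replicates: one well per compound, singlicate testing.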
* = called active by the depositor; . = no result given.

SMILES	Shn3 3UTR inh	KKLEB tox	HIF-2a inh	Peg3 promoter	TRPM1 prom inh	PDI inh	Vif imaging	CaV13 FRET inh	CF NFkB block	NR2E3 ag-1	NR2E3 ag-2
CSc1nnc(C)c(=O)n1COC(=O)c1ccc([N+](=O)[O-])cc1	.	-1.3	5.0	21.8	-4.3	-2.8	-12.3	3.4	-11.1	-9.9	0.6
CCOc1ccccc1CN1CCN(Cc2c[nH]c3ccccc23)CC1CCO (configuration not stated)	5.8	7.6	9.7	-19.0	9.2	1.7	10.4	-1.0	-7.0	-12.8	.
O=C(Nc1ccc(N2CCOCC2)c(Cl)c1)c1ncn[nH]1	-11.5	3.0	15.2	-58.1	-14.8	5.2	0.1	.	11.7	-35.1	2.9
CCOc1cccc(C(c2c(C)n(C)n(-c3ccccc3)c2=O)c2c(C)n(C)n(-c3ccccc3)c2=O)c1OC	2.7	6.1	18.6	15.7	.	-4.1	-13.1	-4.7	2.7	-11.5	1.8
O=C(OC1CCOC1=O)c1ccc(CO)cc1 (configuration not stated)	11.1	-1.5	5.3	12.5	-15.7	-3.3	3.2	-7.5	-13.2	-4.5	1.7
O=C(Nc1cccc2ccccc12)c1ccc(OC(=S)N2CCOCC2)cc1	-30.6	15.9	-30.6	-141.0	-41.9	-5.3	-10.5	-4.1	1.8	-117.4	1.4
COc1ccccc1N1CC(C(=O)OCC(=O)Nc2c(C)cccc2C)CC1=O (configuration not stated)	-12.0	-0.4	4.3	3.7	-3.9	12.6	2.2	-3.1	12.6	-11.4	3.4
O=C(NCc1ccccn1)C1Nc2ccc(OC(F)(F)F)cc2C2C=CCC12 (configuration not stated)	14.0	3.0	7.9	10.5	-1.7	5.5	-5.5	-6.8	2.0	19.8	3.5
Cc1nc(CCNC(=O)c2cccs2)cs1	-20.6	16.8	-21.4	-11.5	-4.0	-12.4	-15.7	-8.9	9.6	-0.2	5.2
C=CCOC(=O)C(C#N)c1nc2ccccc2nc1N1CCN(c2ccccc2OC)CC1 (configuration not stated)	12.8	-5.8	-11.8	10.8	-3.8	-11.9	-13.4	-3.6	-2.2	-13.3	-0.8
COc1ccc(C)cc1S(=O)(=O)N(CC(=O)NC1CCCC1)c1ccc(F)cc1	-23.8	9.7	5.0	8.5	-0.4	-0.5	.	-3.7	-10.3	15.6	-0.8
Cc1ccc(NC(=O)CN(C)C(=O)Cn2nnc(-c3ccccc3C)n2)cc1	10.5	-10.2	5.2	17.3	5.1	-0.9	-10.6	-5.3	-2.7	-14.2	.
COC(CNC(=O)Cn1nc(Cc2ccncc2)c2ccccc2c1=O)OC	15.6	7.3	9.0	12.0	0.0	-0.3	-12.7	-6.5	1.6	0.3	0.4
Cc1ncc(CN2CCC(N3CCC(C(=O)N4CCCC4)CC3)CC2)s1	11.0	1.0	17.9	15.5	9.7	3.1	-4.4	.	-25.4	2.4	1.5
CC(=O)c1c(C)[nH]c(C(=O)CN2C(=O)NC3(CCCCC3C)C2=O)c1C (configuration not stated)	7.9	-2.3	7.8	-2.7	-7.1	-4.9	-2.1	-6.6	-15.3	-2.7	.
CCOC(=O)c1c(C)[nH]c(C(=O)OCc2csc(CC(=O)Nc3ccccc3C)n2)c1C	14.5	11.9	-50.9	-51.1	-4.7	3.6	-10.2	-3.8	-19.2	3.7	4.5
Cc1nc(N)sc1C(=O)N/N=C/c1ccco1	4.0	-3.3	0.6	6.6	-21.0	-1.6	-0.3	-2.8	6.4	-32.3	0.2
CC(C)CCNC(=O)C(C)N(C(=O)Cn1nnc(-c2ccc(F)cc2)n1)C1CCCC1 (configuration not stated)	4.6	5.1	17.4	11.8	9.6	-8.4	.	-6.8	-12.9	0.3	-1.6
CC(C)n1nnnc1SCC(=O)N1CCN(Cc2ccc3c(c2)OCCO3)CC1	-16.8	-2.2	0.7	-0.5	9.5	-69.0	1.3	-6.2	-14.3	7.7	-0.6
CC1(NC(=O)C2CCCCC2)CCS(=O)(=O)C1 (configuration not stated)	1.2	1.1	4.4	4.5	6.0	5.7	6.0	-7.5	-9.3	-13.0	-1.3
CCN(CC(=O)NCc1ccc(Cl)cc1)C(=O)c1cnc(Cl)c(Cl)c1	-7.9	13.1	18.5	4.5	6.9	-9.8	10.4	-3.1	9.4	0.1	2.7
CCCOc1ccc(F)cc1-c1cc(C(=O)NCc2cccc(Cl)c2)[nH]n1	12.2	-5.7	-2.1	-5.9	.	3.4	11.3	-9.7	0.5	4.6	.
Cc1oc(-c2ccccc2Cl)nc1CN1CCCC1c1ccc(F)cc1 (configuration not stated)	-1.0	-17.0	11.7	17.9	16.4	-8.6	-1.7	-10.2	18.5	-15.8	-0.3
O=C(NC1CC1)c1nc2c(nnn2Cc2ccccc2Cl)c(=O)[nH]1	-3.1	0.9	12.9	-5.9	5.2	-3.9	4.5	-9.0	-3.1	-8.2	2.7
NS(=O)(=O)c1ccc(N2CCCC2=O)c([N+](=O)[O-])c1	19.4	-1.5	9.0	-2.1	-1.1	0.8	0.2	-7.3	1.4	10.7	-1.4
COC(=O)CN1C(=O)N(c2ccccc2)C(N(O)C(=O)Nc2ccccc2)C1(C)C (configuration not stated)	-47.9	-9.2	-29.9	-9.3	-13.9	-3.6	.	-4.9	2.8	-18.1	1.6
C=CCN1C(=O)c2ccc(C(=O)N(CCC)CC(=O)Nc3ccccc3C)cc2C1=O	3.9	-10.2	-10.5	-9.4	-0.2	-3.0	-13.8	-2.4	-19.8	-22.7	2.4
Cc1nn(-c2ccccc2)c(C)c1C(=O)OCC(=O)NC12CC3CC(CC(C3)C1)C2	10.9	2.1	-28.0	-3.0	-13.4	-11.9	-3.1	-7.8	-8.0	-20.7	14.2
COCCN(CCOC)S(=O)(=O)c1ccc(NC(=O)c2cnccn2)cc1	-10.3	6.2	19.0	9.4	-16.3	3.1	-2.5	-5.2	-1.5	12.8	-2.5
CCC(C)C(NC(=O)c1ccccc1)C(=O)Nc1ccc(S(=O)(=O)Nc2cc(C)nc(C)n2)cc1 (configuration not stated)	-11.0	-4.3	7.8	0.8	4.9	-5.0	28.0	-5.4	-1.3	4.9	2.4

Continued (3 carried over from the part before).
SMILES	Shn3 3UTR inh	KKLEB tox	HIF-2a inh	Peg3 promoter	TRPM1 prom inh	PDI inh	Vif imaging	CaV13 FRET inh	CF NFkB block	NR2E3 ag-1	NR2E3 ag-2
Cc1nn(-c2ccccc2)c(C)c1C(=O)OCC(=O)NC12CC3CC(CC(C3)C1)C2	10.9	2.1	-28.0	-3.0	-13.4	-11.9	-3.1	-7.8	-8.0	-20.7	14.2
COCCN(CCOC)S(=O)(=O)c1ccc(NC(=O)c2cnccn2)cc1	-10.3	6.2	19.0	9.4	-16.3	3.1	-2.5	-5.2	-1.5	12.8	-2.5
CCC(C)C(NC(=O)c1ccccc1)C(=O)Nc1ccc(S(=O)(=O)Nc2cc(C)nc(C)n2)cc1 (configuration not stated)	-11.0	-4.3	7.8	0.8	4.9	-5.0	28.0	-5.4	-1.3	4.9	2.4
CCN(CC)c1ncnc2c1ncn2[C@H]1CN(C2CCCC2)C[C@@H](CO)O1	-3.9	7.4	6.2	0.4	.	-2.6	-0.1	-10.2	-7.5	-2.3	.
Cc1nnnn1/C(=C\c1ccccc1)C(=O)OCC(=O)NC1CCCCC1	-21.8	-19.4	12.8	75.8*	28.2	12.2	-10.2	-5.4	4.7	45.6	1.5
CCOC(=O)C1CSC(CC(=O)Nc2ccc(OCC)cc2)C(=O)N1 (configuration not stated)	1.9	5.4	4.4	14.8	-0.2	3.0	.	.	-18.8	-8.2	-0.7
O=C1NC(=S)N/C1=C\c1ccccc1OCc1ccc(C(=O)O)cc1	-9.6	-2.3	8.6	11.1	4.9	3.1	-2.6	5.2	-17.3	-5.3	-2.5
CSc1nc(N)nc2c1ncn2CC(=O)Nc1ccc(C)c(C)c1	76.7	12.1	9.1	4.9	1.1	1.0	-21.8	-3.3	-33.2	8.1	.
CN1CCN(C(=O)CCNC(=O)Cn2ccc3ccccc3c2=O)CC1	2.7	-4.3	7.2	12.8	2.7	7.3	1.0	-5.5	-2.3	-11.3	0.7
CCN(CC(=O)NCc1ccc(Cl)cc1)CC(=O)Nc1ccc(C(N)=O)cc1	-4.3	0.5	16.4	26.1	6.9	-0.8	6.6	-1.6	-13.7	4.9	2.2
COc1ccc(CCc2nnc(CCC(=O)NCc3ccc4ncccc4c3)o2)cc1	-5.2	7.7	-125.8	-47.6	-12.1	11.3	4.6	-5.3	-3.4	-31.8	4.9
O=C(c1cc(-c2ccco2)on1)N1CCN(c2ccccc2)CC1	-33.0	-13.8	-66.6	-24.7	.	.	-4.4	-6.3	6.7	-14.7	1.4
Cc1ccc2oc(-c3ccc(C)c(NC(=S)NC(=O)c4cccs4)c3)nc2c1	-77.7	-7.9	-262.6	-221.9	-21.8	-2.3	-2.1	-2.2	0.9	-170.1	0.1
Cn1nc(C(C)(C)C)cc1NC(=O)C1(C)CCN1C(=O)C1(c2ccccc2)CCCC1 (configuration not stated)	32.8	-12.6	11.9	19.0	.	-3.4	3.2	-2.3	22.0	-7.9	.
CN1CC(=O)N2[C@H]3c4ccccc4OC[C@@H]3[C@H](c3ccccc3)[C@]2(C)C1=O	1.8	-8.1	10.2	-2.8	4.6	9.5	0.6	-12.6	3.5	-15.8	.
O=C(OCc1ccccc1)N1CCC2CC1c1ccc(-c3cccc(F)c3)cc12 (configuration not stated)	-21.3	-2.3	-35.4	-26.7	.	.	-0.4	-6.3	9.3	30.4	.
O=C(NC(=S)Nc1cc([N+](=O)[O-])ccc1Cl)c1ccccc1	-29.6	5.4	-152.3	-105.4	0.7	1.5	-4.3	0.6	-7.9	-114.5	3.0
COc1ccc(CNC(=O)C2CCN(C(=O)c3ccco3)CC2)cc1	18.4	6.7	1.5	6.8	4.0	8.7	8.0	-3.2	2.4	-4.8	-0.2
Cc1oc(C(C)(C)C)c(CN2CCCC2)c1C(=O)O	-7.3	3.1	3.1	40.9	7.0	3.4	-5.8	-5.1	-2.8	-13.6	-0.8
CCOC(=O)C1=CN(Cc2cccc(F)c2)S(=O)(=O)N(C)C1c1ccccc1 (configuration not stated)	7.0	-0.4	7.8	21.3	-5.6	-2.8	0.7	-5.7	-1.0	28.7	.

Source: PubChem BioAssay
